High-throughput results: PubChem, several laboratories
Rv3671c inh – Rv3671c (M. tuberculosis) protease inhibition | AID 2606 | 320,000 compounds, 0.048% hits | inhibition, % at 5.96 µM; in the data active means inhibition above about 38%;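 further: extracellular domain of Rv3671c used as enzyme; 0% = enzyme with DMSO and 100% = no enzyme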
VHR inh abs – blocks human VHR1 dual specificity phosphatase; P51452; recombinant VHR phosphatase, pNPP absorbance; inhibition, % at 13.3 µM; 290,000 compounds, 0.52% hits; AID 1654; in the data active means inhibition above about 50%; further: some compounds called inactive have numbers as strong as hits
PriA SSB inh – K. pneumoniae PriA-SSBct interaction inhibition. AlphaScreen SSBct-PriA binding, biotinylated peptide. inhibition, % at 33 µM. 430,000 compounds, 0.6% hits; in the data active means inhibition mostly above about 37%, no sharp cut-off; inactive means mostly below about 20%;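 further: plate controls were negative control peptide for no effect and reference peptide for full effect; strong numbers were not always called active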
Yp Topo-I inh – Y. pestis Topo-I inhibition via cleavage products. Y. pestis Topo-I cleavage product accumulation, plate reader. activity, % at 10 µM. 360,000 compounds, 0.064% hits; in the data active means activity above about 50%, passing the limit was not always enough; further: inactives centre near 2
Anthrax LF inh2 – blocks Bacillus anthracis lethal factor protease. P15917. inhibition, % at 10 µM. multiplex microsphere protease cleavage assay, LF. 360,000 compounds, 0.12% hits. AID 588501; in the data active means inhibition above about 30%; further: plate controls were buffer without enzyme for full effect and enzyme alone for no effect
SARS 3CLpro inh – SARS-CoV 3CLpro protease inhibition; P0C6X7; recombinant SARS-CoV 3CLpro, quenched FRET peptide cleavage; inhibition, % at 6 µM; 290,000 compounds, 0.14% hits; AID 1706; in the data active means inhibition above about 12%
TcdB inh – blocks C. difficile toxin B glycohydrolase activity | P18177 | TcdB glycohydrolase enzymatic assay, plate reader | 350,000 compounds, 0.24% hits | inhibition, % at 9.99 µM; in the data active means inhibition above about 10%
Target sequence (P18177 whole entry, looked up): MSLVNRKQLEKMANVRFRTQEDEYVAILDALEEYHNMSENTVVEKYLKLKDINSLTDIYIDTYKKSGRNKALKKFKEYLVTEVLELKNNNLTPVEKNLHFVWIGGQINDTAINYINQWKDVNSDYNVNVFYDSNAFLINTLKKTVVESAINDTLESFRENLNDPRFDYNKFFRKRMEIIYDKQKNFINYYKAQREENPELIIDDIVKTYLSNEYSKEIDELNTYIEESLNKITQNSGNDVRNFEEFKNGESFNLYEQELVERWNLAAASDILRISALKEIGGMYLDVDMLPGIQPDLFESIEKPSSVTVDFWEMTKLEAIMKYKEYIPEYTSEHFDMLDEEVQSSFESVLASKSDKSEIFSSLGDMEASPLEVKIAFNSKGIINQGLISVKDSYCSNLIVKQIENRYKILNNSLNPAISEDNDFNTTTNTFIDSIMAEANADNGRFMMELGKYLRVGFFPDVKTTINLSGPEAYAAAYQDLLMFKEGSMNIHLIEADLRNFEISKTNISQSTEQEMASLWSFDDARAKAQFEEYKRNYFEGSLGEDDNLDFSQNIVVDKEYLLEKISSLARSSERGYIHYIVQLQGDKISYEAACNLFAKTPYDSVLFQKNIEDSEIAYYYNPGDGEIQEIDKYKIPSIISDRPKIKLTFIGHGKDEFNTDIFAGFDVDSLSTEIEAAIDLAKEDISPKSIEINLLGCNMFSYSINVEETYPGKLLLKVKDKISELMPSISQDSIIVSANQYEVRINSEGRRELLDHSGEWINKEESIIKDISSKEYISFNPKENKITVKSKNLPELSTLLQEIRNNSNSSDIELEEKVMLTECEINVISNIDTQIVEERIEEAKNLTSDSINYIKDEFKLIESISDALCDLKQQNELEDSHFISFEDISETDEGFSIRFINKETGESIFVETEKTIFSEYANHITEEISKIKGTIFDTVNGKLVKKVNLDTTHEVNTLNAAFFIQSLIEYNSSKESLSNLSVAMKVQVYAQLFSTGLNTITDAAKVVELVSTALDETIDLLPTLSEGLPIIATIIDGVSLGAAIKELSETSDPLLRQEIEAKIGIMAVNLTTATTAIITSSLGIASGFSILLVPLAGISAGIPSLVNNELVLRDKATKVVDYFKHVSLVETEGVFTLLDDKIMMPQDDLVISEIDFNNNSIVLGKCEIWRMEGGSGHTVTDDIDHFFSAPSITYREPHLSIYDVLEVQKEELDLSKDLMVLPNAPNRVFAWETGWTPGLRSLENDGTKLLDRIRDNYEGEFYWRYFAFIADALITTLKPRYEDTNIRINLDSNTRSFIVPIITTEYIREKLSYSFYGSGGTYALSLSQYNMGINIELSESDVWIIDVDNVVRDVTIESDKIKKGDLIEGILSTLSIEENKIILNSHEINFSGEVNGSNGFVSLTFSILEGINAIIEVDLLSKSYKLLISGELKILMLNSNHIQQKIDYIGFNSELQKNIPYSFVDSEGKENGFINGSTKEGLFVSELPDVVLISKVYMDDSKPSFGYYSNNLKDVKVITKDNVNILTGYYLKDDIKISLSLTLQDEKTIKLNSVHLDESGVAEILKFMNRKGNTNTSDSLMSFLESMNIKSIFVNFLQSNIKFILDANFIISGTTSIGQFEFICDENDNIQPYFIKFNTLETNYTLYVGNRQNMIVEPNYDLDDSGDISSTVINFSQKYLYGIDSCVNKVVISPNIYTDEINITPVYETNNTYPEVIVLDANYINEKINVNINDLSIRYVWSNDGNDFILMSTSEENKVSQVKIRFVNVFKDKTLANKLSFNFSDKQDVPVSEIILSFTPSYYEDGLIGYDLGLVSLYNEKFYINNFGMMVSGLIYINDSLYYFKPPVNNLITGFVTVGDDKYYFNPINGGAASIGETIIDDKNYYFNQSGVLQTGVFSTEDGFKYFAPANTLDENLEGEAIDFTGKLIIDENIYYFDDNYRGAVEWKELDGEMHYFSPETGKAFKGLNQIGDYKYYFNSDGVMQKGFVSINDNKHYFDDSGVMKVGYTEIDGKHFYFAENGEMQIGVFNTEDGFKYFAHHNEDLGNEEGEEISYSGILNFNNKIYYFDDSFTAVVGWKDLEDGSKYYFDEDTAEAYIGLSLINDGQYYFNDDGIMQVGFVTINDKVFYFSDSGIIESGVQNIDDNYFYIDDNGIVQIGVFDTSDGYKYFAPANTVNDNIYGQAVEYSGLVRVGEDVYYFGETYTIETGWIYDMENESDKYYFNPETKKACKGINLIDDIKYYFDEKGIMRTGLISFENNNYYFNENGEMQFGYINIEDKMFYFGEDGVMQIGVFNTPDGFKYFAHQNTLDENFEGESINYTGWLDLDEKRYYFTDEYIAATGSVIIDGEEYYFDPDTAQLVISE
PfHsp40 yeast – compounds rescuing yeast from Plasmodium falciparum HSP40 toxicity | S. cerevisiae expressing PfHsp40, growth rescue, ATP luminescence | growth rescue, % at 12.5 µM | 340,000 compounds, 0.68% hits | AID 504582; in the data active means growth rescue above about 28%, passing the limit was not always enough;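 further: yeast W303a lacking pdr1 and pdr3 grown in galactose medium; growth measured after three days at 30 °C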
MazF activator – activators of E. coli MazEF toxin-antitoxin RNase; FAM/BHQ RNA-DNA oligo cleavage fluorescence, 5 h; activation, % at 20 µM; 350,000 compounds, 0.32% hits; AID 504720; in the data active means activation above about 50%
Vc quorum ag – quorum light induction in luxS cqsA deficient V. cholerae; V. cholerae BH1578 lux reporter, luminescence, 6 h; activation, % at 18.7 µM; 350,000 compounds, 0.16% hits; in the data active means activation mostly above about 9.7%, no sharp cut-off; further: not every result past the cut was called active; inactives centre near 0; reference of the scale not given here
The depositor's hits bear a star; i = inactive; / = no result given; & = joins results of further samples. Some of the compounds tested, so the mix of outcomes need not match the whole.

SMILES	Rv3671c inh	VHR inh abs	PriA SSB inh	Yp Topo-I inh	Anthrax LF inh2	SARS 3CLpro inh	TcdB inh	PfHsp40 yeast	MazF activator	Vc quorum ag
COC(=O)N(C)c1ccccc1C(=O)N1CCOCC1	-9	0	6	-8	-14	7	/	0.0	-5	-0.2
CC(C)(C)NC(=O)C(=O)NN=C1CCCCCCCCCCC1	-1	-5	-7	1	5	4	1.2	-0.3	-4	i
OC(CN1CCCCC1)c1c[nH]c2ccccc12 (stereo unspecified)	-3	41	2	-3	-4	-2	0.5	-0.6	3	i
CCCS(=O)(=O)NC(=O)C1(C)CCN(C(=O)c2c(F)ccc(C)c2F)C1 (stereo unspecified)	/	/	/	1	-2	/	0.4	/	/	-0.5
N#CCCN(C(=S)NC(=O)c1ccco1)c1ccccc1F	5	11	-1	-6	-5	2	2.6	-1.8	8	-0.1
COc1ccc(-n2c(=S)[nH]c3cc(C(=O)Nc4ccccc4OC)ccc3c2=O)c(OC)c1	-27	10	0	-1	1	11	1.0	1.6	4	-0.1
CC12C(=O)N(c3ccccc3C(=O)O)C(=O)C1C1C=CC2C1 (stereo unspecified)	4	12	-23	3	1	7	/	-1.0	1	-0.8
CN(C)CCNC(=S)Nc1ccccc1C(C)(C)C	5	17	-3	1	-3	4	1.0	-0.6	7	-0.9
O=c1[nH]n2c(C(F)(F)F)cc(C3CC3)nc2c1N=Nc1ccccc1	-6	8	-7	1	-12	3	0.2	12	0	-0.3
Cc1ccc(C)c(C(O)c2ncc(-c3ccc(F)cc3)[nH]2)c1 (stereo unspecified)	/	/	/	4	3	/	0.7	/	/	3.3
Cc1cccc(N2C(=O)C3CCCN3C2=S)c1 (stereo unspecified)	2	-2	-3	2	4	6	-0.8	-0.1	-1	i
CCOC(=O)c1cnc2c(-c3cccc(Br)c3)cnn2c1C	-6	0	-2	1	-2	0	/	-1.1	-3	-0.3
C=CCc1cccc(/C=N/c2ncn[nH]2)c1O	-7	18	/	1	2	1	/	-0.5	0	-0.3
CC(Cn1nnc2ccccc21)C(=O)O (stereo unspecified)	1	12	-5	2	-2	3	-0.1	-0.7	5	i
COc1ccc(OCc2nn[nH]n2)cc1	8	-3	-20	5	-5	2	1.1	1.4	4	-0.6
CCOC(=O)C(C)Oc1ccccc1C1NC(=O)NC(C)=C1C(=O)Nc1ccc(C)c(C)c1 (stereo unspecified)	-8	-2	-3	0	1	0	/	1.3	-2	-0.4
O=Cc1ccc(Sc2nnc(-c3ccccc3)o2)c([N+](=O)[O-])c1	4	32	-3	7	-7	0	/	0.0	2	i
CNC(=O)C1(C)C=CCN1C(=O)c1ccccc1 (stereo unspecified)	1	5	-3	8	2	2	1.2	-0.2	7	0.5
COc1ccccc1CNC(=O)Cn1c(=O)c2cccn2c2cccnc21	-6	21	-7	-9	-2	5	-1.1	-0.1	9	i
Nc1nc(-c2ccco2)nn1C(=O)c1cccnc1	3	49	-4	4	4	6	/	-0.6	-7	2.6

Single records, as listed above:
`CC(C)(C)NC(=O)C(=O)NN=C1CCCCCCCCCCC1` in the list: Rv3671c inh: -1; VHR inh abs: -5; PriA SSB inh: -7; Yp Topo-I inh: 1; Anthrax LF inh2: 5; SARS 3CLpro inh: 4; TcdB inh: 1.2; PfHsp40 yeast: -0.3; MazF activator: -4; Vc quorum ag: i
`O=Cc1ccc(Sc2nnc(-c3ccccc3)o2)c([N+](=O)[O-])c1` in the list: Rv3671c inh: 4; VHR inh abs: 32; PriA SSB inh: -3; Yp Topo-I inh: 7; Anthrax LF inh2: -7; SARS 3CLpro inh: 0; TcdB inh: /; PfHsp40 yeast: 0.0; MazF activator: 2; Vc quorum ag: i
`COc1ccc(OCc2nn[nH]n2)cc1` in the list: Rv3671c inh: 8; VHR inh abs: -3; PriA SSB inh: -20; Yp Topo-I inh: 5; Anthrax LF inh2: -5; SARS 3CLpro inh: 2; TcdB inh: 1.1; PfHsp40 yeast: 1.4; MazF activator: 4; Vc quorum ag: -0.6

Exported with values under each structure: two of the compounds above.
Sequence of screens – Rv3671c inh, VHR inh abs, PriA SSB inh, Yp Topo-I inh, Anthrax LF inh2, SARS 3CLpro inh, TcdB inh, PfHsp40 yeast, MazF activator, Vc quorum ag
COc1ccccc1CNC(=O)Cn1c(=O)c2cccn2c2cccnc21
    -6, 21, -7, -9, -2, 5, -1.1, -0.1, 9, i
Nc1nc(-c2ccco2)nn1C(=O)c1cccnc1
    3, 49, -4, 4, 4, 6, /, -0.6, -7, 2.6

(next part)
SMILES	Rv3671c inh	VHR inh abs	PriA SSB inh	Yp Topo-I inh	Anthrax LF inh2	SARS 3CLpro inh	TcdB inh	PfHsp40 yeast	MazF activator	Vc quorum ag
S=c1nc(-c2cccc(Cl)c2)[nH][nH]1	-14	12	-3	4	-2	1	14*	-0.9	1	-0.3
COc1ccc(S(=O)(=O)Nc2ccc3c(c2)C(=O)N([C@H](C)CO)C[C@H](C)[C@@H](CN(C)S(=O)(=O)c2ccccc2)O3)cc1	-3	/	-7	18	0	/	1.3&0.0	0.4	0	i
Cc1cccc(/C=N/n2c(C)nnc2C)c1	4	21	/	-3	-3	3	/	0.6	12	1.0
CCc1cc(=O)[nH]c(SCCc2ccccc2)n1	-8	25	-15	6	0	-4	/	-0.7	14	i
Cc1cccc(N=c2oc3cc(O)ccc3cc2C(N)=O)c1	-11	19	11	-8	-2	-2	/	-1.7	3	i
Cc1ccc(C(=O)N/C(=C/c2ccco2)C(=O)N2CCC(C)CC2)cc1	-16	36	-10	11	1	-4	1.0	-0.9	-1	-0.3
COc1ccc(NC(=O)CCC(=O)N(Cc2ccc(OC)c(OC)c2)c2nccs2)c(OC)c1	-1	4	-12	-4	-3	-1	0.9	0.4	4	-0.2
Cc1cc(C)nc(NC(=O)c2cccc([N+](=O)[O-])c2C)n1	6	14	-18	-7	0	-2	/	0.1	3	-0.4
COc1ccc(CN(C(=O)/C=C/c2ccco2)C2CCS(=O)(=O)C2)cc1 (stereo unspecified)	0	13	5	7	-10	2	0.9	-0.2	6	-0.3
CC(C)Cn1c(N)c(C(=O)CSc2n[nH]c(N)n2)c(=O)n(C)c1=O	-4	/	-8	0	-3	/	2.5	1.4	-2	-7.1
CCSc1nnc(N(CCC(=O)O)CCC(=O)O)s1	-10	23	1	6	-2	-7	/	-0.3	-8	i
CCCc1ccc(-c2c(C)sc(NC(=O)c3ccnn3C)c2C#N)cc1	-4	2	-8	14	/	5	/	-1.6	-4	-0.4
CC1CCCN(S(=O)(=O)c2ccc3c(c2)C(C)(C)C(=O)N3C)C1 (stereo unspecified)	-9	25	-13	-8	0	4	/	-0.7	8	-0.4
Cc1c(C(=O)O)cccc1-n1c(C)cc(C=O)c1C	-3	28	-12	1	3	-2	-1.1	-0.8	-5	-0.4
O=C(Nc1cc(S(=O)(=O)N2CCOCC2)ccc1N1CCOCC1)C1CCCO1 (stereo unspecified)	5	14	-24	7	-8	-2	1.0	-0.3	-19	i
CCc1cccc(C)c1NC(=O)COC(=O)CSCc1ccccc1	7	/	-9	17	-8	/	1.9	-0.8	-2	-0.8
Cc1ccc(CSCC(=O)Nc2ccccc2F)cc1	6	8	-35	6	-7	3	1.8	2.9	-9	-2.1
Cc1c(OCc2nn[nH]n2)ccc2c(-c3ccccc3)cc(=O)oc12	-4	7	-15	2	-3	0	/	0.3	-3	i
NC(=O)C1CCN(Cc2nc3ccccc3c(=O)[nH]2)CC1	0	36	-9	-5	1	-3	/	-0.6	3	-6.2
O=C(CCn1cccn1)Nc1ccc(-c2ccno2)cc1	0	4	-12	-1	-2	1	-0.3	3.7	6	-7.1
C[C@]1(O)CC[C@H]2[C@@H]3CCC4=CC(=O)CC[C@]4(C)[C@@]3(F)[C@@H](O)C[C@@]21C	/	/	0	-6	-11	/	1.8	-0.1	1	-0.5
O=C(Nc1ccccc1N1CCOCC1)c1ccccc1NS(=O)(=O)c1ccc(F)cc1	5	3	6	-8	0	2	/	1.7	3	-0.2
CN(CC(=O)Nc1ccncc1)S(=O)(=O)c1ccc(Br)cc1	6	-4	-10	4	-4	-1	/	-0.2	5	-2.2
CC(C)(C)C(=O)C1=C(O)C(=O)N(c2ccccc2)C1c1ccccc1 (stereo unspecified)	0	4	-20	-1	0	1	22*	-1.3	1	-1.2
CN1C(=O)[C@H]2[C@@H](c3ccccc3)N[C@]3(CCCN(Cc4ccc(F)cc4)C3=O)[C@H]2C1=O	/	/	/	3	-7	/	0.5	/	8	-2.1
O=C(CCNC(=O)c1ccc(Br)cc1)NCC1COc2ccccc2O1 (stereo unspecified)	-3	14	-18	11	11	-2	0.8	2.7	-1	-1.0
CC(C#N)(NC(=O)CN1CCN(S(=O)(=O)c2ccccc2Cl)CC1)C1CC1 (stereo unspecified)	2	/	1	1	-1	/	1.1	-0.3	1	-0.7
CC1(C)CN(C(=S)Nc2ccc(F)cc2F)C1=O	5	38	0	-6	11	5	1.9	1.0	6	-0.5
Nc1cccnc1Sc1cc(Cl)cc(Cl)c1	9	35	-6	-11	8	-6	/	2.0	4	/
CCN(CC)S(=O)(=O)c1ccc(N2CCN(C)CC2)c(NC(=O)Nc2ccc(C)cc2)c1	4	8	16	-27	-7	4	0.3	1.0	22	-0.3
COc1ccc(CNc2ccc(Br)cc2)cc1	6	14	-58	3	6	0	-0.9	11	-4	-0.5
CSc1nc(N)c2c(C)c(C)sc2n1	-5	5	-4	2	-1	-2	0.1	0.8	-13	2.5
CC(C)(C)c1ccccc1NC(=O)Cn1c(=O)cnc2ccccc21	-2	-13	-17	3	-1	-4	-0.2	-0.8	8	-0.2
COc1cc(C)nc(Oc2ccc(=O)n(C)n2)n1	/	18	-11	0	-3	-1	/	-0.1	-13	i
CC(=O)NCCNC(=O)C1(C)Cc2c(-c3ccc(NC(C)=O)cc3)ccnc2O1 (stereo unspecified)	/	/	/	-1	-2	/	0.4	/	/	i
COc1ccccc1C(=O)OCC(=O)c1ccc(CNC(C)=O)s1	-4	/	7	-4	-3	/	-10	0.2	7	-0.3
COc1ccc(C2=CC(c3sccc3C)n3nnnc3N2)cc1 (stereo unspecified)	-11	5	2	16	-6	-3	/	1.6	-8	-0.1
O=C(COc1cc(F)ccc1[N+](=O)[O-])Nc1ccc2c(c1)OCO2	2	/	4	6	-3	/	-0.3	1.1	4	-2.1
COc1ccc(OC)c(NC(=S)N2CCC(C(O)(c3ccccc3)c3ccccc3)CC2)c1	5	3	7	14	-3	5	/	0.8	-4	-0.2
O=C(NCc1cccnc1)C1CC(=O)N(C2CCCCC2)C1 (stereo unspecified)	15	17	-5	-9	-1	-3	-1.3	-0.6	2	-0.5
COc1cc(CNn2cn[nH]c2=S)cc(Cl)c1OCc1ccccc1	1	9	-7	7	-2	7	/	1.7	-2	i
COc1cccc(-n2cc(CNC(=O)C3CCC(=O)N(C4CC4)C3)cn2)c1 (stereo unspecified)	2	-8	-21	2	2	3	1.8	-1.3	0	-0.2
O=C(CCN1C(=O)c2ccccc2C1=O)N1CCN(c2ccccc2)CC1	1	4	-3	5	-2	2	/	0.9	1	i
CCOCCCNC(=O)C(NC(=O)C1CCC(=O)N1)c1ccc(C)cc1 (stereo unspecified)	-9	19	-10	4	0	2	/	-0.5	2	-0.3
Nn1c(Cc2ccccc2F)nnc1SCCOc1ccc(Cl)cc1	-1	-8	-12	39	-2	-4	0.7	-1.3	5	-0.2
COc1ccc(NC(=O)CN(C)C(=O)c2cccc(S(=O)(=O)Nc3ccccc3Cl)c2)cc1	3	/	-5	25	-2	/	0.3	0.3	-1	i
CCC(C)NS(=O)(=O)c1ccc(S(=O)(=O)Nc2cc3c(cc2C(C)=O)OCO3)cc1 (stereo unspecified)	0	-8	-1	0	-2	1	/	1.8	-1	22*
Cc1cc(S(=O)(=O)NCc2ccccc2)ccc1OCC(=O)N1CCN(C)CC1	-5	6	-7	3	-4	-2	0.3	0.8	-1	3.0
O=C(O)CCC(=O)NC1CCCCC1	3	24	-10	0	-1	1	/	0.8	3	1.0
O=C(Cc1ccccc1[N+](=O)[O-])NNC(=O)c1cccs1	5	/	-1	6	-6	/	0.6	-0.8	4	0.4
Cc1nc(N)nc2c1CCCC2	-1	31	-8	9	4	6	/	-1.5	13	i
O=C(CSc1nc(-c2ccco2)cc(C(F)(F)F)n1)N1CCCc2ccccc21	-1	14	3	2	-5	3	/	-1.0	10	/
